# Compound activity: PubChem BioAssay, several laboratories
# PrPC surface inh = inhibitors of human cell surface prion protein PrPC, primary screen, cell-based, TR-FRET | Major prion protein (Homo sapiens), P04156 | TR-FRET read-out | inhibition, % at 13.8 µM | 0.43% of 370,000 active; in the data active means inhibition above about 24%; further: 0% = median of the test wells and 100% = reference compound wells
# VHR inh abs = VHR1 phosphatase inhibitors, primary screen, biochemical, absorbance, uHTS; Dual specificity protein phosphatase 3 (Homo sapiens), P51452; recombinant VHR phosphatase, pNPP absorbance; inhibition, % at 13.3 µM; 0.52% of 290,000 active; AID 1654, 2009; in the data active means inhibition above about 50%; further: some compounds called inactive have numbers as strong as hits
# Rv3671c inh = Rv3671c serine protease inhibitors, primary screen, biochemical, fluorescence polarization, M. tuberculosis H37Rv; 0.048% of 320,000 active; inhibition, % at 5.96 µM; P9WHR9; in the data active means inhibition above about 38%;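 further: extracellular domain of Rv3671c used as enzyme; 0% = enzyme with DMSO and 100% = no enzyme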
# SSB-PriA inh = inhibitors of Klebsiella pneumoniae PriA binding to SSB C-terminal tail, primary screen, biochemical, AlphaScreen | PriA–SSB C-terminal tail interaction (Klebsiella pneumoniae) | inhibition, % at 33 µM | AlphaScreen SSBct-PriA binding, biotinylated peptide | 0.6% of 430,000 active | AID 1272365, 2023; in the data active means inhibition mostly above about 37%, no sharp cut-off; inactive means mostly below about 20%;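 further: plate controls were negative control peptide for no effect and reference peptide for full effect; strong numbers were not always called active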
# Yp Topo-I inh = Yersinia pestis topoisomerase I inhibitors, primary screen, biochemical, cleavage product accumulation, plate reader, single point; DNA topoisomerase I (Yersinia pestis CO92); Y. pestis Topo-I cleavage product accumulation; activity, % at 10 µM; 0.064% of 360,000 active; AID 504884, 2011; in the data active means activity above about 50%, passing the limit was not always enough; further: inactives centre near 2
# CCHF vOTU inh = CCHFV vOTU protease inhibitors, primary screen, biochemical, Pep-AMC substrate, fluorescence | 0.55% of 370,000 active | AID 651958, 2012 | inhibition, % at 11.5 µM; in the data active means inhibition above about 30%; further: 0% = vehicle wells with enzyme and 100% = no enzyme wells
# 3CLpro inhibitor = SARS-CoV 3CLpro protease inhibitors, primary screen, biochemical, quenched FRET; Replicase polyprotein 1ab (Severe acute respiratory syndrome coronavirus), P0C6X7; recombinant SARS-CoV 3CLpro, quenched FRET peptide cleavage; inhibition, % at 6 µM; 0.14% of 290,000 active; AID 1706, 2009; in the data active means inhibition above about 12%
# MazF activator = activators of E. coli MazEF toxin-antitoxin RNase, primary screen, biochemical, fluorescence, uHTS | 0.32% of 350,000 active | Endoribonuclease toxin MazF (Escherichia coli (strain K12)), P0AE70 | AID 504720, 2011 | FAM/BHQ RNA-DNA oligo cleavage fluorescence, 5 h | activation, % at 20 µM; in the data active means activation above about 50%
# Vc quorum ag = inducers of Vibrio cholerae quorum light production without autoinducers, primary screen, BH1578 luxS cqsA deficient, single point. V. cholerae BH1578 lux reporter, luminescence, 6 h. activation, % at 18.7 µM. 0.16% of 350,000 active. AID 588436, 2011; in the data active means activation mostly above about 9.7%, no sharp cut-off; further: not every result past the cut was called active; inactives centre near 0; reference of the scale not given here
# TcdB inh = TcdB glycohydrolase inhibitors, primary screen, biochemical, single point, plate reader; TcdB glycohydrolase enzymatic assay; Toxin B (Clostridioides difficile), P18177; AID 652162, 2013; 0.24% of 350,000 active; inhibition, % at 9.99 µM; in the data active means inhibition above about 10%
# * = called active by the depositor; i = inactive; nt = not tested or not shown; & = joins results of further samples. Not all compounds are listed (hit frequency here may not be typical).
# The first 2 entries (preview)
# Results follow in this order: PrPC surface inh	VHR inh abs	Rv3671c inh	SSB-PriA inh	Yp Topo-I inh	CCHF vOTU inh	3CLpro inhibitor	MazF activator	Vc quorum ag	TcdB inh
COc1ccc(N2CC(C(=O)Nc3nnc(SCC(=O)N4CCCC4)s3)CC2=O)cc1 (configuration not stated)
  -6.7	-2.1	-4.9	-15.2	9.6	23.4	-2.2	3.0	i	1.9
O=C(/C=C/c1ccccc1[N+](=O)[O-])OCC(=O)N1CCCC1
  -4.7	nt	5.8	-9.8	3.8	7.2	nt	-0.2	2.6	-4.2

# Results, previewed entries included:
# Results follow in this order: PrPC surface inh	VHR inh abs	Rv3671c inh	SSB-PriA inh	Yp Topo-I inh	CCHF vOTU inh	3CLpro inhibitor	MazF activator	Vc quorum ag	TcdB inh
COc1ccc(N2CC(C(=O)Nc3nnc(SCC(=O)N4CCCC4)s3)CC2=O)cc1 (configuration not stated)
  -6.7	-2.1	-4.9	-15.2	9.6	23.4	-2.2	3.0	i	1.9
O=C(/C=C/c1ccccc1[N+](=O)[O-])OCC(=O)N1CCCC1
  -4.7	nt	5.8	-9.8	3.8	7.2	nt	-0.2	2.6	-4.2
CS(=O)(=O)NCCn1ccc2ccccc21
  2.7	-0.5	-6.8	10.0&4.0	-5.5	-6.8	1.8	-14.8	-0.2	2.6
CC[C@]12C(=O)N(C)C[C@H]([C@@H]3C(=O)N(C)C(=O)[C@@H]31)N2C(=O)c1ccccc1
  -2.5	nt	nt	-9.5	-6.9	-8.5	nt	4.3	0.0	nt
O=C1c2ccccc2S(=O)(=O)c2cc(N3CCN(C(=O)c4ccccc4)CC3)ccc21
  -12.8	nt	3.5	2.3	nt	4.0	nt	-142.6	nt	1.0
Nc1nc(C(F)(F)F)c(Br)c(=O)n1N
  4.6	8.3	10.8	-23.8	-6.8	-12.3	-1.8	10.2	-0.5	0.0
CCN(CC(=O)Nc1ccc(N2CCOCC2)cc1)C(=O)c1ccc(C#N)cc1
  -2.4	10.6	-2.7	-9.0	-13.4	-18.5	1.3	2.2	-1.3	0.4
CCN(C(=O)COC(=O)CCS(=O)(=O)c1ccccc1)c1c(N)n(Cc2ccccc2)c(=O)[nH]c1=O
  -1.9	nt	nt	-1.3	4.9	-9.8	nt	6.0	-2.8	-0.1
COc1ccc(C(=O)N2CCN(C(=O)C3COc4ccccc4O3)CC2)cc1 (configuration not stated)
  -7.2	22.8	2.7	3.8	4.2	-6.2	-0.9	7.0	-0.7	2.4
CCC1CCC(C(=O)NNC(=O)c2cc(-c3ccco3)[nH]n2)CC1 (configuration not stated)
  -3.7	24.2	0.3	4.1	1.0	26.8	4.1	5.1	0.0	0.2
CCOC(=O)c1c(C)n(CCNC(C)=O)c2ccc(OC)cc12
  2.2	-14.7	-4.0	-5.1	1.7	4.9	-1.3	8.3	i	nt
COc1ccc(NC2=CC(c3ccc(F)cc3)N(c3ccc(OC)cc3)C2=O)cc1 (configuration not stated)
  6.2	8.5	3.8	-5.6	10.3	19.5	1.0	1.5	i	0.5
COCCNC(=O)C1=C(N)C(C(=O)Nc2ccc(C)c(S(=O)(=O)N3CCCCC3)c2)SC1=Nc1ccc(C)cc1C (configuration not stated)
  nt	28.6	-46.6	-4.5	4.0	nt	3.8	-23.4	i	nt
Cc1cc(NC(=O)C(C)SCC(=O)N(C)CC(=O)Nc2ccccc2C(F)(F)F)no1 (configuration not stated)
  8.0	nt	nt	-1.0	1.0	-5.7	nt	2.9	i	0.6
CC(=O)c1cccc(-c2ccnc3c2CC(C(=O)Nc2ccc(F)c(Cl)c2)O3)c1 (configuration not stated)
  4.5	nt	nt	nt	16.1	-5.0	nt	nt	0.1	0.5
CC(C)c1cccc(C2=CC(=O)C[C@H](c3ccc4c(c3)OCO4)C2)c1
  -6.0	nt	-2.9	-15.6	20.3	7.1	nt	-4.2	i	-1.0
COc1cc(OC)cc(C(=O)NNC(=O)CN2C(=O)NC(C)(c3ccc(C)cc3)C2=O)c1 (configuration not stated)
  3.5	nt	2.4	-20.2	2.8	4.5	nt	4.3	-0.4	14.1*
Cn1nccc1C(=O)N1CCC2(CC1)OCCO2
  -0.6	22.5	-2.7	-1.6	4.2	-1.6	-5.2	4.5	i	0.1
Clc1ccccc1CNc1nc2ccccc2n2cnnc12
  2.3	13.3	-3.4	-1.3	6.5	3.3	-0.3	14.2	i	0.3
Cc1cc(C)c(NC(=O)CSc2nc3ncc(Br)cc3[nH]2)c(Cl)c1
  0.1	9.1	-9.9	-14.4	7.3	20.5	5.3	-4.8	i	0.5
COC(=O)c1ccc(S(=O)(=O)N2CCOCC2)o1
  1.4	-4.4	-4.5	-10.8	10.3	0.1	-5.6	-4.9	0.8	0.8
CC[n+]1ccc(C)c2cc(P(=O)(c3ccccc3)c3ccccc3)ccc21
  -29.7	14.0	6.5	8.0	2.0	1.6	-4.1	-13.5	-0.2	0.5
Cc1ccc(NC(=O)/C(C#N)=C/c2ccc(C)s2)c(C)c1
  2.5	-31.7	-19.6	-2.9	10.8	1.4	2.1	189.8*	i	nt
CC(=O)Nc1nnc(COc2ccccc2)s1
  4.2	-10.1	0.4	-10.6	-3.6	-13.8	-2.0	-5.9	-2.9	0.4
CC(C(=O)NCc1ccc2c(c1)OCO2)N(c1ccccc1)S(C)(=O)=O (configuration not stated)
  -4.7	10.7	-0.1	4.7	-0.8	3.3	2.4	0.1	i	nt
O=C(NCCc1ccccc1)c1ccc(Cl)c(S(=O)(=O)N2CCCC2)c1
  nt	-7.2	-2.9	6.4	2.3	nt	-3.8	-2.4	i	nt
CN(C)c1ccc(C(C#N)c2ccccc2)nn1 (configuration not stated)
  -0.1	-2.0	4.4	-5.1	8.9	17.2	1.1	5.0	-0.2	-0.9
COC(=O)c1ccc(OCC(O)CN2CCN(C(=O)c3ccco3)CC2)c(OC)c1 (configuration not stated)
  -3.9	40.4	-4.6	-0.2	3.9	17.3	-0.4	-0.2	-0.4	3.1
COc1ccc(/C=N/Nc2nc3ccccc3[nH]2)cc1OC
  3.3	-1.6	15.6	nt	-20.1	7.2	1.7	7.7	2.7	3.1
O=C(COc1ccccc1Cl)NCCNC(=O)c1ccco1
  3.0	23.1	5.9	3.5	0.9	-3.2	0.7	6.7	-0.3	0.9
CCOC(=O)c1cc(CC)sc1NC(=O)COC
  3.6	3.5	1.0	-9.0	7.3	-1.3	-8.0	-6.8	i	nt
COC(=O)NNC(=O)/C=C/c1ccccc1
  -1.6	-9.9	-1.8	-8.5	-0.6	0.6	5.1	-1.2	i	nt
COc1ccc(-c2cc(C(=O)O)c3sc(N4CCCCC4)nc3n2)cc1OC
  -0.9	1.2	-1.9	-4.9	-3.4	-64.0	-2.0	-10.8	-0.2	nt
CN(C)S(=O)(=O)c1ccc(C(=O)NCCc2ccco2)cc1
  -3.7	6.7	-3.5	-7.2	-10.8	-9.6	3.7	-6.6	-0.5	0.1
N#CC1=C(N)N2C(=C(C#N)C1c1cccc(Br)c1)Nc1ccccc12 (configuration not stated)
  4.3	47.6	2.6	-21.8	37.0	-5.5	2.4	12.3	-5.6	1.0
O=C(NCCCc1ccccc1)c1cc([N+](=O)[O-])ccc1Cl
  -37.5	9.5	-1.9	8.5	-2.0	-8.0	1.3	4.8	-1.2	0.5
CCCC(=O)Nc1c(-c2ccccc2Cl)c(=O)c2ccccc2n1C
  7.6	37.8	2.4	-1.5	-5.2	14.8	0.2	-2.2	-0.5	-4.5
Cc1ccc(OC(=O)CCC(=O)Nc2ccc(C)c(C)c2)cc1
  1.2	nt	9.4	1.1	-2.1	-7.4	nt	-1.2	-0.8	2.0
c1ccc2c(c1)CNCc1cnnn1-2
  -4.5	nt	nt	-1.3	-1.9	-5.7	nt	2.6	0.5	0.4
C/C(=N\NC(=O)c1c(-c2ccccc2Cl)noc1C)c1cccc(NC(=O)C(C)C)c1
  6.6	-1.5	13.6	nt	-1.1	2.6	-6.7	3.5	i	-0.6
C=CCNC(=O)/C(C#N)=C\c1cc(Cl)c(OCC)c(OC)c1
  10.4	-5.4	-5.8	-6.2	-8.8	-15.6	4.5	1.0	i	nt
Cn1c(N)c(C(=O)COC(=O)C(Cc2ccccc2)NC(=O)c2ccccc2)c(=O)n(C)c1=O (configuration not stated)
  -2.3	13.0	-9.6	3.6	4.0	0.9	2.5	10.8	-0.4	-0.3
O=C(c1cc2c(=O)n3ccccc3nc2s1)N1CCN(Cc2ccccc2)CC1
  -16.6	11.5	-4.2	-16.8	3.1	-133.3	-1.9	-4.6	-8.8	-0.6
Cc1cc(N2CCOCC2)n2cc(-c3ccc(F)cc3)nc2n1
  -6.4	4.8	4.0	-5.7	-10.4	-35.9	1.5	-4.7	-0.3	1.3
CCOc1cc(C(C(=O)NCC2CCCO2)N(C(=O)Cn2nnc3ccccc32)c2ccccc2C(C)=O)ccc1O (configuration not stated)
  -17.4	27.7	8.7	-3.3	5.3	6.0	3.4	1.7	-0.2	2.0
COc1ccc(NC(=O)c2ccc[n+]([O-])c2)cc1
  6.9	27.9	4.0	-9.2	-4.4	-5.2	-0.3	3.6	0.3	0.9
Cc1ccc(OCC(=O)Nc2ccccc2-c2ccccc2NC(=O)COc2ccc(C)cc2)cc1
  5.4	18.1	-10.8	-0.3	-2.3	3.4	0.1	-17.9	-4.5	nt
CCn1c(SCC(=O)Nc2ccc(N3CCOCC3)cc2)nnc1-c1ccncc1
  -2.4	24.1	-5.9	-10.3	-1.0	-1.0	-13.5	-0.4	-0.4	-2.3
O=C1NC(=S)N(C(=O)c2ccc(F)cc2)/C1=C/c1cccnc1
  -3.7	13.6	4.3	5.4	-1.8	3.6	1.7	9.2	-0.2	3.7
COc1ccc(NC(C)=O)cc1NC(=O)CN1CCN(CC(=O)Nc2ccc(Cl)cc2)CC1
  3.6	20.2	0.5	-24.9	15.0	-3.3	3.9	3.4	0.0	nt

# (further entries)
# Results follow in this order: PrPC surface inh	VHR inh abs	Rv3671c inh	SSB-PriA inh	Yp Topo-I inh	CCHF vOTU inh	3CLpro inhibitor	MazF activator	Vc quorum ag	TcdB inh
NS(=O)(=O)c1ccc(CNC(=O)c2ccc(S(=O)(=O)NCc3ccco3)cc2)cc1
  3.4	nt	-9.6	5.0	6.7	10.2	nt	2.8	i	1.0
CCOc1ccc(N2C(=O)CC(N(Cc3ccco3)C(=O)CC)C2=O)cc1 (configuration not stated)
  -0.2	23.4	-4.2	-0.4	-1.0	0.7	1.9	2.0	-0.2	0.2
Cc1ccc(C(=O)N/C(=C\c2cccc([N+](=O)[O-])c2)C(=O)OCN2C(=O)c3ccccc3C2=O)cc1
  -1.4	-6.9	-2.8	-8.7	-1.2	-10.5	3.3	-1.2	-0.2	0.7
COC(=O)C(C)N=Cc1ccccc1 (configuration not stated)
  0.6	9.4	-1.3	-1.8	-1.9	-3.4	-1.8	-16.9	i	5.9
COc1ccc(C)cc1NC(=O)CN1CCN(c2ccccn2)CC1
  5.2	-1.6	9.0	4.1	4.5	9.5	-5.1	7.1	i	0.6
Cc1ccccc1OCCC(=O)N1CCN(S(=O)(=O)c2ccccc2F)CC1
  1.5	7.7	-1.0	-34.8	24.8	-2.1	0.9	0.4	-1.6	1.1
CC1=NNC(=O)C1CC(=O)N/N=C/C=C/c1ccccc1 (configuration not stated)
  -2.4	8.7	6.3	i	-0.8	11.5	-0.2	-0.6	-0.5	0.4
